Assay outcomes: PubChem, several laboratories
Platelet DG rel: modulates dense granule release in human platelets; human platelet-rich plasma, SFLLRN dense granule ATP release, luminescence; inhibition, %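 (compounds screened at 7.5 µM in platelet-rich plasma)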; actives 0.22% (n = 300,000);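 active = mean replicate score, as percent of positive control, at or above 50; inconclusive = mean below 50 but at least one replicate at or above 50; inactive = mean and every replicate below 50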
RGS4 pot: potentiators or activators of RGS4. HEK293 M3R/inducible RGS4, carbachol calcium flux Fluo4; hits give low values. B-score at 10 µM. actives 0.92% (n = 310,000);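 active = B-score of the integrated calcium signal more than 4 SD below the library mean, with starting fluorescence not abnormally high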;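 also: negative B-score means reduced calcium response which marks RGS4 activation or potentiation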
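Material: M3R-expressing HEK293 line, RGS4 induced by doxycycline | Schedule: Overnight RGS4 induction, 30 min dye load 37 °C, 20 min compound RT | Measured by: Fluo4 fluorescence kinetic imaging of calcium | Read-out: Integrated calcium ratio converted to B score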
MrgX1 ag: agonists of human MrgX1 receptor. MrgX1-HEK293 cells, Fluo-4 calcium fluorescence, agonist mode; hits give high values. B-score at 10 µM. actives 0.44% (n = 310,000). AID 588627;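 active = calcium response B-score plate-corrected fluorescence ratio at least 3 library SD, with starting fluorescence B-score inside 5 SD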
Target sequence (Q96LB2 whole entry, looked up): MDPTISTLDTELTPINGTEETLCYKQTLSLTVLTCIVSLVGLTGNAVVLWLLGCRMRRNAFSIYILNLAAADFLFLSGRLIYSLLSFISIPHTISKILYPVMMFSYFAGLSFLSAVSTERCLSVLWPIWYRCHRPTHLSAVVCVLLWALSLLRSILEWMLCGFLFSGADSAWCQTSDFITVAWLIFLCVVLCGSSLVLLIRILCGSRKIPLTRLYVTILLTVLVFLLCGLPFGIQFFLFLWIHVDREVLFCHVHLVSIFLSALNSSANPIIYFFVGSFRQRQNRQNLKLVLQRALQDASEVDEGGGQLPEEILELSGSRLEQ
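Material: MrgX1-expressing HEK293 cells / Dosing: compound as first of three additions / Incubation: overnight seeding, then 1 h dark dye loading / Signal: Fluo-4 NW calcium fluorescence / Evaluation: B-scored fluorescence response ratio / Benchmarks: positive and negative control wells on each plate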
TRPC6 activator: activates the mouse TRPC6 cation channel; HEK293-TRPC6 membrane potential dye fluorescence; hits give high values; B-score at 10 µM; actives 0.13% (n = 310,000); AID 2550;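 active = B-score of the integrated fluorescence ratio above library mean plus 3 SD, and starting fluorescence ratio within library mean plus 5 SD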;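 also: higher score means more depolarization so channel activation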
MrgX1 allo act: human MrgX1 positive allosteric modulation, primary screen; Q96LB2; MrgX1-HEK293, Fluo-4 calcium flux, FDSS; hits give high values; B-score at 10 µM; actives 0.63% (n = 310,000); AID 588675;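 active = plate-corrected calcium response at least 3 library SD above typical, normal starting fluorescence, not activating the receptor alone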;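 also: compound read alongside a low EC10 to EC30 dose of BAM8-22 agonist; peak minus trough fluorescence over baseline measured at the second addition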
HIF act: HIF pathway transcriptional activation | U2OS HRE-luciferase reporter, luminescence; normalized: DMSO 0%, desferrioxamine 100% | activation, % at 7.5 µM (by protocol) | actives 0.32% (n = 300,000);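 active = mean activation of at least 10% of the iron chelator positive control signal, with at least half of replicates also reaching 10%; inconclusive = mean and replicate majority disagree about reaching 10%; inactive = mean and most replicates under 10%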
SKKanGAS inh: SKKanGAS growth inhibition; S. pyogenes SKKanGAS, kanamycin growth, BacTiter-Glo, 6 h; inhibition, % at 7.5 µM; actives 1.3% (n = 300,000); AID 1662;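 active = mean replicate score, as percent of positive control median, at least 50; inconclusive = mean below 50 but one replicate at or above 50; inactive = mean and every replicate below 50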;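 also: strain carries kanamycin resistance gene driven by streptokinase promoter and grows in 40 µg/ml kanamycin; loss of luminescence reflects streptokinase promoter inhibition or plain growth inhibition; 0% = median of DMSO wells and 100% = positive control at its reference dose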
RGS4 block: inhibitors of human RGS4. P49798. HEK293 M3R/RGS4 inducible, Fluo-4 calcium flux; hits give high values; triggered by carbachol at its EC20. B-score at 10 µM. actives 0.45% (n = 310,000). AID 463165;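 active = B-score, a plate-corrected calcium signal, over three deviations above library mean, with baseline fluorescence within five deviations of library mean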;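 also: RGS4 expression induced by doxycycline in cells with stable M3 receptor; B-score is computed from the integrated fluorescence ratio over baseline after carbachol; higher B-score means a larger calcium signal and so more RGS4 inhibition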
Target sequence (P49798 whole entry, looked up): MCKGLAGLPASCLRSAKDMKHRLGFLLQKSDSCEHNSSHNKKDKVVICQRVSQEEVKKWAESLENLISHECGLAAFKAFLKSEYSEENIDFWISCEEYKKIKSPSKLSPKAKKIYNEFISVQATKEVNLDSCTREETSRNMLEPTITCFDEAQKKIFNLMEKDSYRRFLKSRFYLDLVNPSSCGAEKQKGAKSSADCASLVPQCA
TRPC4 block: blocks the mouse TRPC4 cation channel. Q9QUQ5. HEK293 TRPC4beta/mu-opioid, DAMGO-evoked Fluo4 calcium flux; hits give low values. B-score at 10 µM. actives 0.39% (n = 300,000). AID 2247;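 active = B-score over 3 SD under the library average, no early fluorescence shift, positive overall ratio signal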
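Assay system: TRPC4beta/mu-opioid receptor HEK293 cell line; compound dosing: single concentration per test compound; detection: Fluo4 Ca2+ flux fluorescence; evaluation: per-well B score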
MrgX1 antagonist: human MrgX1 receptor antagonism, primary screen. Q96LB2. MRGX1-HEK293 calcium flux, Fluo-4, BAM8-22 antagonism; hits give low values. B-score at 10 µM. actives 1.3% (n = 310,000);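 active = calcium-response B-score plate-corrected more than 3 library SD below zero, starting fluorescence within 5 deviations, no agonist response on first addition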;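 also: peak minus trough fluorescence over baseline after final BAM8-22 challenge near maximal dose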
TRPC6 inhibitor: inhibitors of mouse TRPC6 channel; actives 1.1% (n = 310,000); B-score at 10 µM; HEK293-TRPC6, membrane potential dye, ACh-evoked depolarization; hits give low values; Q61143;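 active = B-score under library mean minus 3 SD, initial fluorescence not abnormally high, positive integrated signal ratio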;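 also: B-score derived from integrated fluorescence ratio over the kinetic read; more negative B-score means stronger inhibition of depolarization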
Starred values were filed as active, the others as inactive; i = inactive; ? = inconclusive; . = no result given.

smiles | Platelet DG rel | RGS4 pot | MrgX1 ag | TRPC6 activator | MrgX1 allo act | HIF act | SKKanGAS inh | RGS4 block | TRPC4 block | MrgX1 antagonist | TRPC6 inhibitor
CCn1cc(C(=O)N2CCCCC2)c(=O)c2cc(S(=O)(=O)N3CCC(C)CC3)ccc21 | 3 | i | i | i | i | 0.0 | 7 | i | i | i | i
O=C(Nc1ccc2nc3ccccc3nc2c1)c1ccc(Br)cc1 | -1 | i | i | i | i | 0.5 | 22 | i | i | i | i
COCCN(Cc1ccccc1)C(=O)c1cccc(S(=O)(=O)N2CCN(c3ccc(F)cc3)CC2)c1 | 6 | i | i | i | i | 0.5 | -6 | i | i | i | i
C[C@@H](C(=O)NC1CCCC1)N1C(=O)N2CCc3c([nH]c4ccccc34)[C@@]2(C)C1=O | 6 | i | i | i | i | -0.1 | -4 | i | i | i | i
Brc1ccccc1/C=N/Nc1nc2ccccc2o1 | 5 | i | i | i | i | 3.4 | 0 | i | i | i | i
CCOc1ccc2[nH]c3c(N4CCN(C(=O)c5ccco5)CC4)ncnc3c2c1 | -2 | i | i | i | i | 0.0 | 7 | i | i | i | i
COC(=O)COc1ccc(S(=O)(=O)NCc2cccnc2)cc1C | ? | i | i | i | i | -0.3 | 2 | i | i | i | i
CC(=O)C1=C(O)C(=O)N(CCc2c[nH]c3ccccc23)C1c1ccco1 (configuration not stated) | 3 | i | i | i | i | 0.2 | 8 | i | i | i | i
N/C(=N\c1nc2ccccc2o1)NC(=O)c1cccc(Br)c1 | -1 | i | i | i | i | 0.1 | 2 | i | i | i | i
Cc1cc(=O)[nH]c(N2CCN(C(c3ccccc3)c3ccccc3)CC2)n1 | 0 | i | i | i | i | 0.0 | -3 | i | i | i | i
Cc1cc(S(=O)(=O)Nc2ccc3c(c2)n(C)c(=O)n3C)ccc1F | -1 | i | i | i | i | -0.3 | 9 | i | i | i | i
Cc1cc(C(F)(F)F)n2ncc(-c3ccccc3)c2n1 | -1 | i | i | i | i | -0.5 | -12 | i | i | i | i
COc1ccc(-c2nc(CS(=O)CC(=O)NCc3ccco3)c(C)o2)cc1OC (configuration not stated) | 9 | i | i | i | i | 0.1 | -7 | i | i | i | i
O=C(O)C1C2C=CC(C2)C1C(=O)OCc1ccccc1 (configuration not stated) | 0 | i | i | i | i | -0.6 | -1 | i | i | i | i
COc1ccc([N+](=O)[O-])cc1NC(=S)NC(C)=O | 0 | i | i | i | i | -0.2 | 4 | i | i | i | i
C=CCn1c(C)cc(C2=NNC(=NCC)SC2)c1C | 50* | i | i | i | i | -3.6 | . | i | i | i | i
Cn1c(SCC(=O)NC(c2ccccc2)c2ccccc2)nnc1-c1cccs1 | 1 | i | i | i | i | -13 | -1 | i | i | i | i
COc1cc(/C=C2/C(=O)CNC2=O)ccc1O | 8 | i | i | i | i | 0.5 | -4 | i | i | i | i
COc1ccccc1N(C(=O)Cn1nnc(-c2ccc(C)o2)n1)C(C(=O)NC1CCCC1)c1ccncc1 (configuration not stated) | -3 | i | i | i | i | 0.7 | -4 | i | i | i | i
O=[N+]([O-])c1ccc(NC(=S)N2CCCC2)cc1 | 12 | i | i | i | i | 0.4 | 5 | i | i | i | i

Molecules from the list above that have bromine (three):
smiles | Platelet DG rel | RGS4 pot | MrgX1 ag | TRPC6 activator | MrgX1 allo act | HIF act | SKKanGAS inh | RGS4 block | TRPC4 block | MrgX1 antagonist | TRPC6 inhibitor
O=C(Nc1ccc2nc3ccccc3nc2c1)c1ccc(Br)cc1 | -1 | i | i | i | i | 0.5 | 22 | i | i | i | i
Brc1ccccc1/C=N/Nc1nc2ccccc2o1 | 5 | i | i | i | i | 3.4 | 0 | i | i | i | i
N/C(=N\c1nc2ccccc2o1)NC(=O)c1cccc(Br)c1 | -1 | i | i | i | i | 0.1 | 2 | i | i | i | i

Next part:
smiles | Platelet DG rel | RGS4 pot | MrgX1 ag | TRPC6 activator | MrgX1 allo act | HIF act | SKKanGAS inh | RGS4 block | TRPC4 block | MrgX1 antagonist | TRPC6 inhibitor
O=C(Nc1ccccc1N1CCN(C(=O)c2ccccc2)CC1)c1ccc([N+](=O)[O-])o1 | -3 | i | . | i | . | 1.6 | 15 | i | i | . | i
CCN(CC)C(=O)COCc1cc(-c2ccc3c(c2)OCO3)on1 | -2 | i | i | i | i | 1.1 | -3 | i | i | i | -7*
COc1ccc2ccccc2c1CN1CCCC(CO)C1 (configuration not stated) | -1 | i | i | i | i | 0.0 | 2 | i | i | i | i
Cc1c(C)c2ccc(OC(C)C(=O)NCc3ccccn3)cc2oc1=O (configuration not stated) | 5 | i | i | i | i | -0.2 | 5 | i | i | i | i
Cc1cccc2c(CCNC(=O)c3ccc([N+](=O)[O-])cc3)c[nH]c12 | -7 | i | i | i | i | 0.0 | 5 | i | i | i | i
CCCN(c1ccccc1C(=O)O)S(=O)(=O)c1ccc2c(c1)n(C)c(=O)n2C | -3 | i | i | i | i | 0.3 | 1 | i | i | i | i
Cc1ccc(OCCNC(=O)CCc2nc3sc4c(c3c(=O)[nH]2)CCCC4)cc1 | -6 | i | i | i | i | 45* | 8 | i | i | i | i
CC(C)(C)C(=O)CN1C(=O)NC2(CCCc3ccccc32)C1=O (configuration not stated) | 1 | i | i | i | i | -4.4 | 4 | i | i | i | i
Cn1nnc(NC(=O)c2cccs2)n1 | -2 | i | i | i | i | -0.2 | -8 | i | i | i | i
COc1ccc(NC(=O)CN2CCN(c3ccccc3Cl)CC2)cc1 | -8 | i | i | i | i | -53 | 10 | i | i | i | i
CCCOP(=O)(OCCC)c1c([N+](=O)[O-])cc(C(F)(F)F)cc1[N+](=O)[O-] | 4 | i | i | i | i | -0.1 | 1 | i | i | i | i
Cc1ccc(O)c(N=Cc2cccs2)c1 | 4 | i | i | i | i | -0.4 | 19 | i | i | i | i
CCCNC(=O)CS(=O)(=O)Cc1nc(-c2cccc(OC)c2)oc1C | 41 | i | i | i | i | -0.2 | -4 | i | i | i | i
O=C(NC1(C(F)(F)F)NC(=O)N(Cc2ccco2)C1=O)c1cccnc1 (configuration not stated) | -1 | i | i | i | i | 0.0 | -2 | i | i | i | i
COc1ccccc1C(=O)NCC(=O)NCc1cc(=O)n(C)c(=O)n1C | -1 | i | i | i | i | -0.4 | 4 | i | i | i | i
CC1CCCCN1CCCNC(=O)Cn1ncc2c([nH]c3ccccc32)c1=O (configuration not stated) | 3 | i | i | i | i | 0.6 | 2 | i | i | i | i
Nn1cnnc1SC1CCCCC1NS(=O)(=O)c1ccccc1 (configuration not stated) | -1 | i | i | i | i | -0.2 | -1 | i | i | i | i
Cn1c(=O)c2c(ncn2CC(O)CNc2cccc(Cl)c2)n(C)c1=O (configuration not stated) | 28 | i | i | i | i | -0.7 | 2 | i | i | i | i
COC(=O)c1cc(S(=O)(=O)N(C)c2ccc(C)c(C)c2)c[nH]1 | -27 | i | i | i | i | . | 20 | i | i | i | i
CCOC(=O)NC(=O)CSc1nc(C)cc(C(F)(F)F)c1C#N | -2 | i | i | i | i | 2.2 | -2 | i | i | i | i
COc1ccc(C(=O)C(OC(=O)c2ccccc2Cl)c2ccccc2)cc1 (configuration not stated) | -21 | i | i | i | i | 3.8 | 8 | i | i | i | i
Cc1[nH]n(-c2cccc(Cl)c2)c(=O)c1C=NCC(C)C | 4 | i | i | i | i | 2.5 | -8 | i | i | i | i
N=c1ncn(Cc2ccccc2)c2nc(SCCOc3ccccc3)[nH]c12 | -5 | i | i | i | i | 0.1 | -3 | i | i | i | i
CC(C)C(c1nnnn1CCc1ccccc1)N1CCN(C(=O)c2ccco2)CC1 (configuration not stated) | -7 | -10* | . | i | . | -0.3 | -10 | i | i | . | -6*
NS(=O)(=O)c1cccc(NC(=S)NC(=O)C23CC4CC(CC(C4)C2)C3)c1 | 0 | i | i | i | i | 1.8 | 1 | i | i | i | i
CN(CC(=O)Nc1ccc(F)c(F)c1F)C(=O)C1=COCCO1 | 9 | i | i | i | i | -0.2 | -3 | i | i | i | i
Cc1cc(Cl)c(S(N)(=O)=O)cc1OCC(=O)NC1CCCCC1 | 5 | i | i | i | i | -0.3 | 3 | i | i | i | i
Cc1ccc(OC(C)c2nnc(N)s2)cc1Cl (configuration not stated) | . | i | i | i | i | . | . | i | i | i | i
Cc1cccc(NC(=O)NCCc2c[nH]c3ccccc23)c1 | 1 | i | i | i | i | 0.1 | -14 | i | i | i | i
O=C1c2oc3ccccc3c(=O)c2C(c2cccc(O)c2)N1CCCN1CCOCC1 (configuration not stated) | 0 | -8.9* | i | i | i | 0.0 | -4 | i | i | i | i
Cc1nccn1-c1ncnc2sc3c(c12)CCCC3 | 5 | i | i | i | i | 0.5 | 1 | i | i | i | i
CCCNc1nc(C)c(C(C)=O)cc1C#N | 0 | i | i | i | i | 0.2 | -4 | i | i | i | i
CC(C)NS(=O)(=O)c1ccc(NC(=O)CCc2ccccc2)cc1 | 7 | i | i | i | i | -0.3 | 7 | i | i | i | i
NS(=O)(=O)c1ccc(CCNS(=O)(=O)c2ccc(Cl)nc2)cc1 | 0 | i | i | i | i | -0.4 | -3 | i | i | i | i
C=CCOc1c(Br)cc(CNn2nnnc2N)cc1OC | 7 | i | i | i | i | 0.1 | 2 | i | i | i | i
CSc1ccccc1C(=O)NCC1CCCO1 (configuration not stated) | 13 | i | i | i | i | -0.5 | 0 | i | i | i | i
COc1ccc(N2CCN(C(=O)c3cc(=O)c4cc(C)c(C)cc4o3)CC2)cc1 | -3 | i | i | i | i | -0.1 | -7 | i | i | i | i
COc1ccc(N=c2ssnc2Cl)cc1 | -2 | i | 27* | i | i | 1.5 | 6 | i | i | i | i
O=C(CN(C(=O)CCC(=O)Nc1nccs1)c1ccc(F)cc1)NCc1ccc2c(c1)OCO2 | 12 | i | i | i | i | 0.0 | 0 | i | i | i | i
Cc1ccc2nc(-c3ccncc3)c(Nc3ccccc3)n2c1 | 2 | i | i | i | i | 0.5 | -6 | i | i | i | i
Cn1cccc1/C=N/NC(=O)c1cc(-c2cccs2)nc2ccccc12 | -1 | i | i | i | i | 0.8 | 5 | i | i | i | i
Cc1ccc(-c2nn(-c3ccccc3)cc2C(=O)OCC(=O)Nc2ncc(Cl)cc2Cl)cc1 | 4 | i | i | i | i | -0.1 | 32 | i | i | i | i
COc1ccc(OC)c(/C=N/NC(=O)CC2C(=O)NN=C2C)c1 (configuration not stated) | 1 | i | i | i | i | 0.3 | 2 | i | i | i | i
